# Bioassay records: PubChem, Broad Institute
# AID1053144 = TCF/LEF reporter activation in neural progenitors – cell-based, iPS-derived NPC, luciferase, Wnt3a, cherry-pick, dose response (AID 1053144). NPC TCF/LEF luciferase reporter, Wnt3a EC25, 24 h. activation, % at the top dose, mostly 26 µM; hits show AC30 in µM. actives 4.8% (n = 3,400);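 active means fitted curve reaches 30% activation at a concentration no higher than the top valid tested dose, luminescence rising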;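 further: wnt3a stimulus is conditioned medium from Wnt3a-transfected mouse L cells at 5% in well; 0% = neutral control wells and 100% = CHIR-99021 positive control wells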
# Active calls of the source: *; [ ] = remark or other dose.
# Preview:
AID1053144 | mol
8% | O=[N+]([O-])c1cc(Cl)ccc1-c1nc(-c2ccccc2)no1
-2% | CC(=O)c1ccc(N=Nc2ccc(N)cc2)cc1
17% | CC(=O)Nc1cccc(-c2nnc(-c3ccccc3)o2)c1
0% | COc1ccc2oc(C(=O)Nc3nc(C)cs3)c(C)c2c1
18% | COc1ccc(C2CC(=O)N(C)c3ccccc3S2)cc1OC (centres undefined)
11% | COc1ccc(/C=C/C(=O)c2ccc[nH]2)cc1OC
7% | COc1ccc(NC(=O)/C=C/c2cccc(F)c2)cn1
10% | O=C(N=Nc1c(O)[nH]c2ccccc12)c1cccs1
19% | COc1ccc(-c2cn3cccc(C)c3n2)cc1F
2% | CCOC(=O)N1N=C(CC)CC1(O)C(F)(F)F (centres undefined)
13% | CCn1c(SCC(=O)Nc2ccc3c(c2)OCO3)nnc1-c1ccccc1O
17% | CC(C)c1ccc(Nc2nnc(SCC(=O)NCC3CCCO3)s2)cc1 (centres undefined)

# Main list (from the top)
AID1053144 | mol
8% | O=[N+]([O-])c1cc(Cl)ccc1-c1nc(-c2ccccc2)no1
-2% | CC(=O)c1ccc(N=Nc2ccc(N)cc2)cc1
17% | CC(=O)Nc1cccc(-c2nnc(-c3ccccc3)o2)c1
0% | COc1ccc2oc(C(=O)Nc3nc(C)cs3)c(C)c2c1
18% | COc1ccc(C2CC(=O)N(C)c3ccccc3S2)cc1OC (centres undefined)
11% | COc1ccc(/C=C/C(=O)c2ccc[nH]2)cc1OC
7% | COc1ccc(NC(=O)/C=C/c2cccc(F)c2)cn1
10% | O=C(N=Nc1c(O)[nH]c2ccccc12)c1cccs1
19% | COc1ccc(-c2cn3cccc(C)c3n2)cc1F
2% | CCOC(=O)N1N=C(CC)CC1(O)C(F)(F)F (centres undefined)
13% | CCn1c(SCC(=O)Nc2ccc3c(c2)OCO3)nnc1-c1ccccc1O
17% | CC(C)c1ccc(Nc2nnc(SCC(=O)NCC3CCCO3)s2)cc1 (centres undefined)
15% | Cc1ccc(NC(=O)c2ccc(F)cc2)nc1
0% | O=C(CSc1nnnn1C1CCCC1)c1ccc2c(c1)OCCO2
5% | CCCCc1ccc(-c2nc(N)n[nH]2)cc1
-3% | O=C(/C=C/Nc1cccc(O)c1)c1ccccc1
8% | NC(=O)c1ccccc1OCc1nc2ccccc2s1
10% | O=C(Nc1ncccc1Cl)c1cc2ccccc2o1
9% | COc1cccc(C(=O)Nc2ccc3c(C)cc(=O)oc3c2)c1
10% | Cc1c(C(=O)Nc2ccccn2)oc2ccc(Br)cc12
16% | CC1CCC(C(C)C)C(=O)/C1=C/c1ccc(N)cc1 (centres undefined)
11% | CC(=O)Nc1ccc(/C=C/c2nc3ccccc3o2)cc1
11% | Cn1nnc(-c2ccc(OCc3ccccc3F)cc2)n1
15% | N/C(=N\OC(=O)c1cccc2ccccc12)c1cccnc1
2% | COC(=O)[C@@H](NC(=O)NCCC1=CCCCC1)C(C)C
7% | COc1ccc(NC(=O)O/N=C/c2ccccc2)cc1
11% | O=C(CSc1nnc(-c2ccc(O)cc2)o1)Nc1cccc(O)c1
5% | CCC(=O)c1ccc(OCCSc2ncccn2)cc1
9.5µM* | COc1ccc(-c2ccc3ccccc3n2)cc1OC
7% | Cc1cc(/C=C2\SC(=S)NC2=O)c(C)n1-c1cccc(O)c1
8% | Cc1ccnc(SCc2cc(=O)c(OC(=O)c3ccc(Br)o3)co2)n1
11% | CCCC(=O)N/C(N)=N/c1nc2ccccc2o1
14% | CCOC(=O)C1CCN(C(=O)c2cc3cc(C)ccc3[nH]2)CC1
0% | O=C(NCC(c1ccc(F)cc1)N1CCOCC1)c1c(F)cccc1F (centres undefined)
2% | Cc1ccc(-n2nc3ccc(N)cc3n2)cc1C
11% | COC(=O)C(Cc1c[nH]c2ccccc12)NC(=O)c1ccc2nc[nH]c2c1 (centres undefined)
3% | Cc1ccc(-c2csc(NC(=O)c3cccc(C)c3)c2C(=O)O)cc1
10% | Nc1c(C(=O)Nc2ccc(Cl)cc2)oc2ccccc12
26%[12 µM] | COc1ccc(/C=C/C(=O)c2ccccc2)cc1Cn1nnc2ccccc21
-1% | CCSc1ncccc1C(=O)N[C@@H](CCSC)C(=O)OC
5% | CC(C)(CNC(=O)c1cccc(S(=O)(=O)N2CCCCC2)c1)N1CCOCC1
2% | Cc1ccc(C(=O)Nc2ccc(S(=O)(=O)N3CCOCC3)cc2)cc1Br
15% | CCOc1ccc(NC(=O)c2ccccc2OC)cc1
5% | CN(C)c1ccc(-c2ccc3c(=O)c4ccccc4n(C)c3c2)cn1
9% | CC(=O)Nc1ccccc1OCC(=O)c1ccc2c(c1)OCO2
11% | Cc1sc2c(c1C)C(=O)NC(c1ccccc1F)N2 (centres undefined)
9% | CCCCN(C)C(=O)c1cc2cc3cc(OC)ccc3nc2o1
0% | Cc1ccc(Nc2nnc(-c3ccccc3N)o2)cc1C
11% | Cc1ccnc(SCC(=O)c2ccc(Br)cc2)c1C#N
9% | O=C(c1cc(-c2ccc(Cl)cc2Cl)on1)N1CCCCCC1
14% | Cc1ccc(C)c(OCc2nc3ccccc3[nH]2)c1
5% | CN(C)Cc1c(C(=O)Nc2ccccc2)[nH]c2ccccc12
9% | COc1ccc2cc(C(=O)N3CCc4ccccc43)[nH]c2c1
10% | Cc1ccc(C(=O)NCCc2ccc(F)cc2)s1
20% | O=[N+]([O-])c1ccc2nc(-c3ccccc3)[nH]c2c1
17% | CC(=O)Oc1ccc2occ(C(=O)c3cccs3)c2c1
4% | CCOc1ccc(/C=N/Nc2ccccn2)cc1
12% | Clc1ccc(/C=C/c2ncc3ccccn23)cc1
15% | Cc1ccsc1C(=O)OCC(=O)c1ccc[nH]1
9% | Oc1ccccc1/C=N/N1CCN(c2ccccn2)CC1

# Next section
AID1053144 | mol
3% | O=C(O)c1ccc(-c2noc(-c3ccccc3Cl)n2)cc1
8% | O=C(Nc1nc2ccccc2s1)Nc1ccc(F)cc1F
9% | Cc1cc(N2CCCC2)ccc1/C=C1\NC(=S)N(C)C1=O
3% | O=C(Nc1ccc(Cl)cn1)c1ccc([N+](=O)[O-])o1
1% | O=c1ncn(-c2cccc(Cl)c2)c2ccccc12
8% | Nc1nc2ccccc2n1C(=O)c1ccco1
8% | Cc1ccccc1-c1nnc(-c2cccc3ccccc23)o1
16% | COc1ccc(Nc2oc(-c3ccc(OC)cc3)nc2C#N)cc1
1% | Cc1nnc(NC(=O)c2ccc(S(=O)(=O)N3CCCCC3)cc2)s1
0% | COc1ccc(CN(C)C(C)C(=O)Nc2ccc(S(=O)(=O)N3CCCCC3)cc2)cc1F (centres undefined)
9% | CCc1ccc(Nc2ncnc3nc[nH]c23)cc1
14% | Cc1ccc(-c2noc(CSc3ccccc3)n2)cc1
5% | O=C(Nc1ccc(NC(=O)C2CC2)nc1)c1cnccn1
15% | Clc1cccc(CNc2ccn3nc(-c4cccs4)cc3n2)c1
13% | Cc1ccc(N/C=C/C(=O)c2ccco2)c(O)c1
6% | COc1cccc(NC(=O)c2ccc3c(c2)N(C)CCS3)c1
8% | COc1cccc(C(=O)Nc2cc3c(cc2Cl)OCCCO3)c1
9% | CCCc1cc(C(=O)Nc2ccc(CC)cc2)no1
3% | O=C(Nc1ccc(Cl)cc1Cl)c1ccc2c(c1)OCCO2
10% | CC(C)CC1C(C#N)=C(N)Oc2n[nH]c(-c3cccs3)c21 (centres undefined)
4% | COc1ccc(-c2ccc(SCC(=O)Nc3nnc(C)s3)nn2)cc1
10% | CCCC(=O)Nc1ccc(C(=O)COC(=O)C2CC2C)cc1 (centres undefined)
18% | COc1ccccc1OCC(=O)O/N=C(\N)c1ccccn1
12% | O=C(CCc1ccccc1)Nc1ccc2ccccc2n1
6% | CCC1CCCCN1S(=O)(=O)c1ccc(NC(=O)C2CC(=O)N(C(C)(C)C)C2)cc1 (centres undefined)
16% | COc1ccccc1C1=NOC(CN2C(=O)c3ccccc3S2(=O)=O)C1 (centres undefined)
3% | C=CCn1c(C)cc(C(=O)CSc2nc3ccccc3o2)c1C
11% | Cc1ccc(NC(=O)c2sc3nc(C)cc(C)c3c2N)cc1
11% | Cc1ccnc(NC(=O)CNC(=O)COc2ccccc2)c1
4% | O=C(Nc1ccc2ccccc2c1)c1ccc(Cl)cc1Cl
9% | COc1ccc(C(=O)c2oc3ccc(OC)cc3c2N)cc1
2% | O=C1CCC(c2ccccc2)c2ccccc21 (centres undefined)
1% | O=[N+]([O-])c1ccc2nc(-c3ccc(Cl)cc3)n(OCc3ccccc3)c2c1
0% | O=c1c2ccccc2c(=O)n(-c2ccccc2)n1-c1ccccc1
8.6µM* | O=c1oc2ccccc2cc1-c1nc2ccccc2o1
12% | Cc1ccc(NC(=O)CC2SC(=O)N(c3ccccc3)C2=O)cc1 (centres undefined)
4% | CCCOc1ccc(-c2csc3nc[nH]c(=O)c23)cc1
10% | Cc1cccc(NC(=O)Nc2ccc3c(c2)OCO3)n1
7% | NC(=O)C1CC(=O)N(c2ccc(OCc3ccc(Cl)c(Cl)c3)cc2)C1 (centres undefined)
8% | Cc1cccc(NC(=O)Nc2ccc(C)c(C)c2)n1
16µM* | Cc1cc(-c2nc3ccccc3c(=O)o2)ccc1[N+](=O)[O-]
3% | COc1ccccc1N=Cc1c(O)c2ccccc2oc1=O
11% | COc1ccc(N=NC2=C(O)CC(C)(C)CC2=O)cc1
5% | COc1cc(C=O)ccc1OCc1ccc(Cl)nc1
16% | CC(=O)Nc1ccc(C(=O)COC(=O)C2CC2)c(F)c1
2% | Cc1sc(NC(=O)C2CCCCC2)c(C#N)c1-c1ccccc1
12% | COc1ccc(-c2cc3cc(OC)c(OC)cc3cn2)cc1
11% | Cn1c(SCc2c(F)cccc2Cl)nnc1-c1cnccn1
3% | Cc1cc(C)c(C#N)c(N2CCSCC2)n1
3% | Cn1cccc1C(=O)Nc1ccc(N2CCOCC2)cc1
-1% | CC(C)Sc1nc2ccccc2n1CC(N)=O
26% | Cc1cccc(NC(=O)CCSc2ccccc2)c1C
-3% | CN=c1scc(-c2cc(OC)ccc2OC)n1/N=C/c1c(C)[nH]c2ccccc12
11% | Cn1cc(CCNC(=O)c2ccc3nc(Cc4ccccc4F)oc3c2)cn1
13µM* | COC(=O)CCc1sc(Nc2ccccc2)nc1-c1ccc(OC)cc1
8% | C(=N\Nc1ncnc2nc[nH]c12)/c1cccs1
3% | COC(=O)c1ccc(-c2nc3ccc(C)cc3o2)cc1
1% | Cc1ccc(CNC(=O)CSc2nc3ccsc3c(=O)n2Cc2ccccn2)cc1
4% | O=C(NCc1nnc(SCC(=O)N2CCCc3ccccc32)o1)c1ccco1
7% | Cc1[nH]n(-c2ccccc2)c(=O)c1N=Nc1ccc2c(c1)OCO2

# Next section:
AID1053144 | mol
5% | O=C1/C(=C/c2cccs2)CCC1C1CCCC1 (centres undefined)
6% | O=C(N/N=C/c1ccccc1Cl)c1cccc(F)c1
14% | CC1CCN(c2ccc3c(c2)S(=O)(=O)c2ccccc2C3=O)CC1
4% | CN(C)c1ccc(-c2nnc(-c3cccs3)o2)cc1
18% | O=C(Nc1ccc2ncccc2c1)c1cccc(Br)c1
7% | O=C(c1cc(-c2ccc(O)cc2)on1)N1CCCCCC1
13µM* | COc1ccc2sc(NC(=O)CC(C)C)nc2c1
8% | Cc1cccc(C)c1NC(=O)CN
8% | O=C(Nc1ccon1)c1ccc(OC2CCCC2)cc1
4.8µM* | O=C(/C=C/c1ccccc1)c1c[nH]c2ccccc12
8.8µM* | Nc1ccccc1NC(=O)c1ccccc1
-9% | Fc1cccc(-c2nnn3c2nc(Cl)c2ccccc23)c1
4.8µM* | COc1cccc(NC(=O)c2csc3c2CCCC3)c1
5.8µM* | O=c1cc(-c2cccs2)oc2ccc(Cl)cc12
3% | Cc1ccc(C(=O)NC2CCC(C)CC2)s1 (centres undefined)
10% | O=C(Nc1ccc(-c2nc3cccnc3s2)cc1)c1cccnc1Cl
3% | CC(=O)Nc1ccc(C(=O)COC(=O)C2CC2C)c(F)c1 (centres undefined)
0% | CCc1ccccc1Nc1nc(N)nc(CSCC(=O)Nc2ccc(C)c(C)c2)n1
9% | COc1ccc(/C=C/C(=O)c2ccccc2)c(OC)c1
6% | c1cnc(N2CCN(c3ccc4ccccc4n3)CC2)nc1
0% | CC1CCN(C(=O)c2cc3c(ccc4ccccc43)o2)CC1
-6% | C(=N\Nc1nc2ccccc2[nH]1)/c1cccc2cccnc12
9% | COc1cccc(-c2nc(-c3ccncc3)no2)c1
0% | CC(=O)Nc1ccc(NC(=O)CN(c2ccccc2Cl)S(C)(=O)=O)cc1
8.8µM* | Fc1ccc2nc3[nH]c4ccccc4c3nc2c1
3% | CC(=O)Nc1ccc2nc(-c3ccccn3)[nH]c2c1
10% | CCc1ccc(C2=NN(S(C)(=O)=O)C(c3cccs3)C2)cc1 (centres undefined)
3% | CCOC(=O)C1(NC(=O)C2(NC(=O)CN3C(=O)c4ccccc4C3=O)CCCC2)CCCC1
16% | CCc1ccc(C(=O)COC(=O)c2ccccc2OC)cc1
9% | COc1ccc(C2CC(c3ccc(OC)c(OC)c3)=NN2S(C)(=O)=O)cc1 (centres undefined)
10% | COC(=O)c1sccc1NC(=O)c1ccc(C)s1
7% | CCCC(=O)c1ccc(N2CCCCC2)c(F)c1
15% | CCOC(=O)c1ccccc1N/C=C/C(=O)c1ccccc1
3% | Clc1cccc(Cl)c1Cn1nnc(-c2cccs2)n1
12% | Nc1ccc2c(c1)C(=O)c1ccccc1-2
17% | c1ccc(-c2cnnc(-c3ccccn3)n2)cc1
15% | Cc1nc(NC(=O)c2csc3ccccc23)sc1C
7% | Nc1nc(SCc2ccccc2)sc1C(=O)N1CCCCC1
14% | O=C1c2ccccc2-c2nc3ccccc3cc21
8% | CC(=O)c1ccc(Nc2ccc(-c3ccccc3C)nn2)cc1
12% | O=C(Cc1ccccc1)Nc1ccc2c(c1)OC1(CCCC1)O2
11% | Oc1ccc(Cl)cc1CNc1nccs1

# Four entries already listed, arranged by the number in AID1053144, low to high.
AID1053144 | mol
-6% | C(=N\Nc1nc2ccccc2[nH]1)/c1cccc2cccnc12
9% | COc1ccc(C2CC(c3ccc(OC)c(OC)c3)=NN2S(C)(=O)=O)cc1 (centres undefined)
11% | Oc1ccc(Cl)cc1CNc1nccs1
14% | O=C1c2ccccc2-c2nc3ccccc3cc21

# This is a subset. The share of hits here may be higher or lower than overall.
